# zfTRPN1 agonist: zebrafish TRPN1 channel agonists, primary screen, cell-based, HEK293, calcium fluorescence | transient receptor potential cation channel N1 (TRPN1/NompC), Danio rerio | HEK293 zebrafish TRPN1-YFP, Fluo-8 calcium fluorescence; 100% = response to 87 µM carbachol | activation, % at 3 µM | actives 0.18% (n = 220,000) | AID 1424, 2008;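 active = activation above its plate's cutoff, the mean activation of test wells on that plate plus 3 SD, cut at about 19% in these data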;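 note: 0% = DMSO alone and 100% = 87 µM carbachol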
#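 Material – zebrafish TRPN1-YFP in HEK293 cells · Doses – 3 µM single point · Schedule – dye 1 h 37 °C plus 30 min RT · Signal – Fluo-8 calcium fluorescence, excitation 470-495 nm, emission 515-575 nm · Read-out – % activation versus carbachol response · Control set – carbachol high, DMSO low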
# NPY Y1 blocker: NPY-Y1 receptor antagonists, primary screen, cell-based; HEK293-CNG Y1 cells, membrane potential fluorescence; NPY at EC95, then isoproterenol; inhibition, % at 3.6 µM; actives 1% (n = 200,000); AID 1040, 2008;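 active = inhibition above the campaign mean inhibition of all tested compounds plus 3 SD, cut at about 20% in these data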;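 note: 0% = DMSO wells given NPY plus isoproterenol and 100% = isoproterenol alone without NPY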
#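 Test system – HEK293 Y1/CNG channel cell line · Also added – NPY agonist 25 nM, then isoproterenol 1 µM plus Ro 20-1724 25 µM · Compound dosing – one concentration, 3.6 µM, in 0.4% DMSO · Schedule – compound incubation 1 h at room temperature, readout 45 min post-stimulation · Technique – fluorescence, membrane potential probe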
# TRPML3 ag: human TRPML3 channel agonists, primary screen, cell-based, HEK293 TRPML3-YFP, Fluo-8 calcium fluorescence, 3 µM. activation, % at 3 µM. 100% = the carbachol control signal. Mucolipin-3 (Homo sapiens), Q8TDD5. AID 1448, 2008. actives 0.29% (n = 220,000);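 active = activation above its plate's cutoff, the mean activation of the plate's test wells plus 3 SD, cut at about 12% in these data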;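 note: 0% = DMSO only wells and 100% = carbachol wells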
# Target sequence (Q8TDD5 whole entry, looked up): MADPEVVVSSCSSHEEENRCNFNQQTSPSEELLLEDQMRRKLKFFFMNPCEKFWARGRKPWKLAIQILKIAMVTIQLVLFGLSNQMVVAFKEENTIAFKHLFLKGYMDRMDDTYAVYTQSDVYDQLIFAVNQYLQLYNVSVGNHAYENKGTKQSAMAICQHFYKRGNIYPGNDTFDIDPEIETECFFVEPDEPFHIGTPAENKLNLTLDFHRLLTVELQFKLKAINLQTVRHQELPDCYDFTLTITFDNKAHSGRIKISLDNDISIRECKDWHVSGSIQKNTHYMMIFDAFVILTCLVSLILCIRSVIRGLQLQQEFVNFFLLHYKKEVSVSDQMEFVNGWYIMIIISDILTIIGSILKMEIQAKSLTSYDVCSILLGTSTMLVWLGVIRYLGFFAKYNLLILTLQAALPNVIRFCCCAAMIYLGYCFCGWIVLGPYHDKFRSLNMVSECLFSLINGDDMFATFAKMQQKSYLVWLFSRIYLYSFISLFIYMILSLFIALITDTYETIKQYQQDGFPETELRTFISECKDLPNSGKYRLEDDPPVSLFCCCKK
#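 system = HEK293 cells stably carrying human TRPML3-YFP | doses = one concentration, 3 µM nominal, 0.3% DMSO | timing = dye loading 1 h 37 °C then 30 min ambient, 125 s read | detection = Fluo-8 calcium dye fluorescence, ex 470-495, em 515-575 nm | benchmarks = high control carbachol 87 µM, low control DMSO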
# PGE2 EP2 inh: human EP2 receptor antagonists, primary screen, TR-FRET cAMP, C6 glioma cells. Prostaglandin E2 receptor EP2 subtype (Homo sapiens), P43116. C6 glioma cells expressing human EP2; cells stimulated with saturating PGE2. inhibition, % at 25 µM. actives 0.52% (n = 260,000);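 active = percent inhibition above 40 after rounding to a whole number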;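 note: rat C6 glioma host cells with rolipram phosphodiesterase inhibitor present; the protocol text gives 20 µM as final concentration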
# Target sequence (P43116 whole entry, looked up): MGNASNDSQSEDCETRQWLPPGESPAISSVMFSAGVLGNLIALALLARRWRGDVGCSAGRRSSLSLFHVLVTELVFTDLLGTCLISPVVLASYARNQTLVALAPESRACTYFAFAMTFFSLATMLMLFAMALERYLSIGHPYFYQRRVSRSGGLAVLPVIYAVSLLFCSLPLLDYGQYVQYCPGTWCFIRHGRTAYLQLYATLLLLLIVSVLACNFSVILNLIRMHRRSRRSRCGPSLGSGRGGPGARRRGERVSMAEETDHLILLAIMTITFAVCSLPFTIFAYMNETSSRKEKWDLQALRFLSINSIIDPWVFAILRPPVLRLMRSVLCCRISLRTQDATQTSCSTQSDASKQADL
# CHOP inh: inhibitors of CHOP promoter induction, primary screen, cell-based, unfolded protein response, luciferase reporter; CHO-K1 CHOP-promoter luciferase, tunicamycin-induced, 15-18 h; inhibition, % at 10 µM; actives 3.8% (n = 220,000);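 active = compounds that reduced the stress-induced luciferase reporter signal by more than about 70% of percent inhibition, limit read from the data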;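 note: 0% = tunicamycin plus vehicle and 100% = wells without tunicamycin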
# PPC-1+TRAIL kill: compounds killing PPC-1 cancer cells with TRAIL present, primary screen, TRAIL potentiator project, ATPLite luminescence, uHTS; PPC-1 cells + TRAIL, ATPLite viability luminescence; cell killing (% activity), % at 4 µM; actives 0.41% (n = 220,000);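 active = cell killing above 50% in the first pass at 4 µM, then a duplicate retest at 5 µM averaging 50% or more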;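 note: plate controls were cells with TRAIL plus DMSO for no effect and medium-only wells lacking cells for full effect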
# 14-3-3 Bad inh: inhibitors of 14-3-3 zeta/Bad binding, primary screen, biochemical, TR-FRET, bovine 14-3-3 zeta; 14-3-3 protein zeta/delta (Bos taurus), P63103; TR-FRET 14-3-3zeta/Dy647-pBad peptide displacement, 1 h; inhibition, % at 21.7 µM; actives 0.71% (n = 220,000); AID 781, 2007;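 active = inhibition above about 70%, limit read from the data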;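 note: 0% = full 14-3-3 plus peptide FRET controls and 100% = background without 14-3-3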
# NPY-Y1 PAM-ag: NPY-Y1 receptor potentiators or agonists, primary screen, cell-based. Neuropeptide Y receptor type 1 (Homo sapiens), P25929. NPY-Y1 expressing cells, potentiator/agonist activation. activation, % at 3.6 µM. actives 0.37% (n = 220,000). AID 1304, 2008; in the data active = activation above about 33%, passing the limit was not always enough;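 note: cells stimulated with NPY at EC10 then isoproterenol at EC100; 0% = low agonist plus stimulus and 100% = saturating agonist plus stimulus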
# EP2 modulator: EP2 receptor modulators, cAMP readout, primary screen, cell-based, HTRF cAMP, PGE2 stimulation | Prostaglandin E2 receptor EP2 subtype (Homo sapiens), P43116 | AID 940, 2007 | induction, % at 25 µM | actives 0.83% (n = 260,000) | EP2-expressing cells, cAMP HTRF FRET, PGE2 co-stimulation;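 active = compounds whose cAMP rise, as percent of the full-agonist control response, exceeds 60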;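 note: rat C6 glioma line stably carrying human EP2 under a CMV promoter; the protocol text gives 20 µM as final concentration; 100% = response of wells given 1 µM PGE2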
# * marks the source's active call; other numbers are inactive results; nt = not tested or not shown; [ ] = another dose, or the depositor's remark. This is a subset. The share of hits here may be higher or lower than overall.
SMILES,zfTRPN1 agonist,NPY Y1 blocker,TRPML3 ag,PGE2 EP2 inh,CHOP inh,PPC-1+TRAIL kill,14-3-3 Bad inh,NPY-Y1 PAM-ag,EP2 modulator
CCn1cc(C(=O)NCCCN2CCC(C)CC2)c(=O)c2cc(S(=O)(=O)N3CCCC3)ccc21,0.9,-2,0.5,2,25,-3,10[fluorescence artefact?],1,4
Cc1[nH]c2ccc(C(=O)N3CCCCC3)cc2c1C,0.8,-4,0.7,9,15,12,-12,15,-5
COc1cc(C2NC(=O)NC(O)(C(F)(F)F)C2C(=O)c2cccs2)ccc1O (centres undefined),1.3,-1,1.0,8,5,16,-14[fluorescence artefact?],0,-1
CCC1CC(/C(C)=N/NC(N)=O)OC1=O (centres undefined),0.5,0,0.4,5,12,18,-5,-11,5
CC(C)(C)C(=O)O/N=C(\N)c1c(Cl)cccc1Cl,1.0,nt,1.2,9,4,-4,5,13,16
COC(=O)c1ccc(C(=O)Nc2ccc(C(C)C)cc2N)cc1,2.0,5,3.1,3,-2,27,-7,0,-8
CCc1c(C(=O)NNC(=S)NCCc2ccccc2)csc1C,-0.4,12,-0.3,10,-25,0,-3[fluorescence artefact?],-22,-16
CC1(C)CC(=O)c2sc(NC(=O)Cc3cccs3)nc2C1,-0.1,7,0.6,9,-31,14,-8[fluorescence artefact?],-26,-34
O=C(/C=C/c1ccc(OCc2ccccc2)c(OCc2ccccc2)c1)c1cccnc1,-0.4,-5,0.6,2,31,18,-3,32,28
COc1ccc2[nH]c(C(=O)N(Cc3ccccn3)Cc3ccccn3)cc2c1,-0.3,nt,0.5,10,-16,3,-2,13,0
C=CCNC(=O)NC(=O)COn1nnc2ccc(S(=O)(=O)N(C)C)cc21,1.3,3,0.6,6,-1,5,-5,-28,-16
COC(=O)c1oc2ccc(Br)cc2c1NC(C)=O,0.2,-2,0.6,11,16,28,6[fluorescence artefact?],0,12
Cc1cccc(NC(=O)CCc2ccccc2)c1,-0.9,4,-0.7,11,4,18,1,15,-33
Cc1ccc(/C=C/C2=NN(Cc3ccc(Cl)c(Cl)c3)C(=O)CC2)cc1,-0.4,16,0.9,9,33,31,-12,-4,-11
O=C(NCCNC(=O)c1ccc(Br)o1)c1ccc(Br)o1,1.0,0,0.1,8,31,13,0,1,7
Cc1ccc(OCC(=O)NC2CC(C)(C)NC(C)(C)C2)c(C)c1,1.7,1,0.7,5,22,nt,-20,-10,-11
O=C(NCc1ccco1)c1cnn2c(C(F)(F)F)cc(-c3ccccc3)nc12,1.1,17,0.9,12,-14,10,1,-6,30
O=C1Nc2ccccc2/C1=N\N=C\C1=C(N2CCOCC2)C(=C\c2ccccc2)/CC1,-0.9,-20,0.2,12,65,3,6[fluorescence artefact?],46*,16
COc1ccc(NC(=S)NNC(=O)COc2ccc(Cl)cc2Cl)cc1,1.1,-3,0.7,4,-1,5,-2,2,-11
O=C(/C=C/NNC(=O)c1cccc(Br)c1)c1ccccc1,0.1,4,0.2,2,3,-2,-13,-24,16
CN(CC(=O)Nc1ccc(N2CCOCC2)cc1)C(=O)COc1ccccc1F,0.5,nt,0.7,2,3,-17,2,15,-53
O=C(Nc1ccc(Cl)cc1)N1CCCN(c2ccc(C(F)(F)F)cc2[N+](=O)[O-])CC1,4.0,nt,2.7,10,21,2,-12,41,-21
COCCn1c(CNc2ccc(F)cc2)nnc1SCC(=O)Nc1ccc(OC)cc1OC,0.1,-2,0.4,1,9,5,-10[fluorescence artefact?],-1,2
CC(C)c1ccc(C2NC(=O)NC3=C2CCc2ccccc23)cc1 (centres undefined),-0.8,2,-0.1,4,35,10,-10[fluorescence artefact?],-5,17

# One compound at a time (already shown). Order of screens: zfTRPN1 agonist	NPY Y1 blocker	TRPML3 ag	PGE2 EP2 inh	CHOP inh	PPC-1+TRAIL kill	14-3-3 Bad inh	NPY-Y1 PAM-ag	EP2 modulator
# COc1cc(C2NC(=O)NC(O)(C(F)(F)F)C2C(=O)c2cccs2)ccc1O (centres undefined) is listed as 1.3	-1	1.0	8	5	16	-14[fluorescence artefact?]	0	-1
# CC(C)c1ccc(C2NC(=O)NC3=C2CCc2ccccc23)cc1 (centres undefined) is listed as -0.8	2	-0.1	4	35	10	-10[fluorescence artefact?]	-5	17
# O=C(/C=C/c1ccc(OCc2ccccc2)c(OCc2ccccc2)c1)c1cccnc1 is listed as -0.4	-5	0.6	2	31	18	-3	32	28

# Continuation.
SMILES,zfTRPN1 agonist,NPY Y1 blocker,TRPML3 ag,PGE2 EP2 inh,CHOP inh,PPC-1+TRAIL kill,14-3-3 Bad inh,NPY-Y1 PAM-ag,EP2 modulator
O=C(CCCn1c(=O)[nH]c2ccsc2c1=O)Nc1ccc(F)cc1,0.7,3,0.1,-3,8,18,-8,-8,19
O=C(NCCc1ccccc1)c1ccc(=O)[nH]c1,-0.3,0,0.2,8,10,10,0[fluorescence artefact?],13,14
Cc1ccc(C2C(C#N)=C(N)Oc3c2c(=O)n(C)c(=O)n3C)cc1 (centres undefined),0.1,7,0.6,25,10,4,39,20,19
NC(=O)c1cccnc1Nc1ccccc1Cl,-0.8,-5,0.6,3,53,8,-12,1,-1
COCc1cc(C)nc(N/N=C/c2ccc(-c3ccc(Cl)cc3[N+](=O)[O-])o2)c1C#N,-0.3,1,-1.1,1,32,-2,86*,-26,-43
CC(C)(C)OC(=O)N1CCCC1C(=O)N1CCCC1C(=O)N1CCCC1C(=O)O (centres undefined),0.1,5,0.7,8,5,2,15,-3,10
C/C(=N\NC(=O)c1c(Br)c(C)nn1C)c1cccc(NC(=O)c2ccccc2C)c1,-0.5,4,0.3,8,13,11,-12,-8,28
CSc1n[nH]c(=S)n1N,1.8,nt,0.4,7,0,7,-10,7,27
Cc1ccc(C(=O)NCCNS(=O)(=O)c2ccccc2)cc1,1.1,-5,0.5,5,4,11,-2,1,0
CCCNC(=O)N[C@@H](Cc1ccccc1)C(=O)OC,2.2,9,0.6,4,-6,17,0[fluorescence artefact?],2,27
COc1ccc(Nc2oc(COc3ccccc3OC)nc2C#N)cc1,-0.7,3,0.0,15,1,23,-3,-15,-56
CCOc1ccc(NC(=S)NCCCN2CCOCC2)cc1,0.8,-1,-0.2,20,-3,14,-18,-5,7

# Reprinted from the part before: 6 entries, then new ones.
SMILES,zfTRPN1 agonist,NPY Y1 blocker,TRPML3 ag,PGE2 EP2 inh,CHOP inh,PPC-1+TRAIL kill,14-3-3 Bad inh,NPY-Y1 PAM-ag,EP2 modulator
C/C(=N\NC(=O)c1c(Br)c(C)nn1C)c1cccc(NC(=O)c2ccccc2C)c1,-0.5,4,0.3,8,13,11,-12,-8,28
CSc1n[nH]c(=S)n1N,1.8,nt,0.4,7,0,7,-10,7,27
Cc1ccc(C(=O)NCCNS(=O)(=O)c2ccccc2)cc1,1.1,-5,0.5,5,4,11,-2,1,0
CCCNC(=O)N[C@@H](Cc1ccccc1)C(=O)OC,2.2,9,0.6,4,-6,17,0[fluorescence artefact?],2,27
COc1ccc(Nc2oc(COc3ccccc3OC)nc2C#N)cc1,-0.7,3,0.0,15,1,23,-3,-15,-56
CCOc1ccc(NC(=S)NCCCN2CCOCC2)cc1,0.8,-1,-0.2,20,-3,14,-18,-5,7
O=C(NCc1ccc2c(c1)OCO2)C1CC(=O)N(C2CCCC2)C1 (centres undefined),1.6,-8,0.7,-4,7,8,4[fluorescence artefact?],-7,10
O=C1c2ccccc2C(Nc2cccnc2)N1Cc1ccc2c(c1)OCO2 (centres undefined),0.1,2,0.0,15,26,65*,3,-9,14
O=C(c1ccco1)N1CCN(c2ncnc3scc(-c4cccs4)c23)CC1,0.3,0,-0.3,14,29,2,1,7,-6
COCCn1c(C)cc(C(=O)COC(=O)c2ccc([N+](=O)[O-])o2)c1C,0.1,-2,1.3,26,12,21,-6,-4,-19
O=C(CCn1c(=S)[nH]c2ccccc2c1=O)NCCc1ccccc1,-0.8,1,1.2,5,7,12,-12,-30,-36
Cn1c2ccccc2c2cc(/C=C(\NC(=O)c3ccccc3)C(=O)O)ccc21,1.1,nt,0.8,2,36,-7,3,-5,-10
c1coc(CNc2nc(-c3cccs3)cs2)c1,-0.2,-1,0.4,10,4,12,-7,6,-16
COc1ccc(CC(CC(=O)O)C(=O)NCc2ccccc2)cc1 (centres undefined),0.3,5,-0.3,5,-2,nt,-9,6,-4
O=C(O)C1CCC(N2C(=O)C3C4CCC(C4)C3C2=O)CC1 (centres undefined),1.7,1,0.9,9,9,-27,-6,1,11
O=C(NCc1ccccc1)C1=C[C@H](c2csc3ccccc23)C[C@H](OCc2ccc(CO)cc2)O1,nt,nt,nt,6,29,5,-5,nt,7
CCOc1ccccc1Nc1nnc(SC(C)C(=O)Nc2nc(-c3ccccc3)cs2)s1 (centres undefined),0.8,6,0.9,6,2,14,-10,8,24
CCOc1ccc(NC(=O)C(NC(=O)C2CCC(C)CC2)C(C)C)cc1 (centres undefined),0.7,3,0.2,5,16,8,-5,-3,25
COc1ccccc1-c1nnc2sc(C3CCCCC3)nn12,-1.2,-3,-0.4,6,20,14,4,7,6
O=C(Nc1ccc2c3c(cccc13)CC2)c1ccc(Br)o1,-1.0,4,-1.3,nt,43,-6,-4,-14,9
O=C(COC(=O)c1ccccc1C(=O)N1CCN(c2ccccc2)CC1)Nc1ccc(F)cc1,-0.1,-5,1.8,14,8,8,-2,-12,-21
O=c1cc(Cc2nnc(SCc3ccccc3)n2-c2ccc(Cl)cc2)[nH]c(=O)[nH]1,-0.7,0,0.6,7,-2,20,-11,-10,7
